Screening results (PubChem BioAssay)
D1 antagonist: Antagonist of Human D 1 Dopamine Receptor: qHTS; D(1A) dopamine receptor (Homo sapiens), P21728; activity change, negative = inhibition, % at 10 µM; 3.2% of 360,000 active; HEK293 TREx D1 cells, calcium flux, dopamine EC80; hits give low values; in the data active means activity change below about -30%; further: on the % scale 0 is the no-effect control and ±100 the full control effect
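Allosteric or orthosteric antagonism assessed as attenuation of the calcium response to EC80 dopamine, added 180 s after compound, in induced HEK293 Trex D1 cells loaded with no-wash calcium dye.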
Glioma ERSR ind: qHTS for Inducers of the Endoplasmic Reticulum Stress Response (ERSR) in Human Glioma: qHTS | U87-MG GRP78 promoter luciferase reporter, 16 h | Potency, µM, for the others: at the top dose activation, most hits filed as activators | 0.02% of 420,000 active | AID 602332, 2012; further: potency means the concentration at half of the fitted maximal effect; series mostly up to about 76 µM; % of control where 0% means no effect; nearly all actives have a fitted effect of over 35% in size
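Stably transfected U87-MG human glioma cells carrying a GRP78-based luminescent sensor were seeded at 1000 cells/well, pin-dosed with compounds and incubated 16 h. Luciferase reagent was then added, and end-point luminescence was read after 10 min at room temperature.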
Vif-APOBEC3F blk: qHTS for Inhibitors of Vif-A3F Interactions: qHTS | HeLa A3F-eYFP + Vif (tagged APOBEC3F with the HIV-1 protein that degrades it), YFP fluorescence increase | Potency, µM (series often up to 46.1 µM), for the others: at the highest dose activity, negative = active | 0.2% of 390,000 active; further: potency means the concentration at half of the fitted maximal effect; % of control where 0% means no effect; nearly all actives have a fitted effect of over 65% in size
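HeLa cells stably expressing Vif plus C-terminally eYFP-tagged A3F were seeded, incubated overnight at 37 deg C, dosed with compound, incubated overnight again at 37 deg C. Yellow fluorescence (Ex 488/Em 500-530) reported blocked Vif-mediated A3F-eYFP degradation.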
D1 PAM: Potentiators of Human D1 Dopamine Receptor: qHTS; D(1A) dopamine receptor (Homo sapiens), P21728; HEK293 TREx D1 cells, calcium flux, dopamine EC20 potentiation; potentiation, % at 10 µM; 0.036% of 360,000 active; AID 504651, 2011; in the data active means potentiation above about 30%; further: 0% is about no effect
D1 agonist: Allosteric Agonists of the Human D1 Dopamine Receptor: qHTS | activation, % at 2 µM | 1% of 360,000 active | HEK293 T-REx D1 cells, calcium flux, agonist mode | D(1A) dopamine receptor (Homo sapiens), P21728; in the data active means activation above about 30%; further: 0% is about no effect
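Agonism was scored from calcium flux recorded over 180 s (1 read/s) after pintool compound addition, following a 10-cycle baseline. Cells were inducible force-coupled HEK293 TREx D1, plated overnight at 30 C and loaded with no-wash calcium dye.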
LDHA inh: qHTS assay for inhibitors of human lactate dehydrogenase | AID 1347041, 2019 | activity change, % (values are at about 110 or 230 µM) | 0.15% of 480,000 active | purified LDHA, NADH/diaphorase-resazurin fluorescence; hits give low values | L-lactate dehydrogenase A chain (Homo sapiens), P00338; in the data active means activity change below about -30%; inconclusive means mostly about -25% to -30%;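 further: plate controls were DMSO wells for no effect and wells without enzyme for full effect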
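Human LDH5 (2 nM) was incubated with 0.06 mM NADH and 0.2 mM pyruvate for 5 min at room temperature in Tris pH 7.4. Remaining NADH was coupled through diaphorase/resazurin, and resorufin fluorescence was read at 0 and 20 min.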
D2 PAM: HTS Assay for Positive Allosteric Modulators of the Human D2 Dopamine Receptor: Primary Screen for Potentiators; potentiation, % at 10 µM; HEK293 T-REx D2, calcium flux, EC20 dopamine potentiation; D(2) dopamine receptor (Homo sapiens), P14416; 0.34% of 340,000 active;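 active means potentiation over 3 SD above the plate norm, cut at about 30% in these data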; further: 0% is about no effect
Target sequence (P14416 whole entry, looked up): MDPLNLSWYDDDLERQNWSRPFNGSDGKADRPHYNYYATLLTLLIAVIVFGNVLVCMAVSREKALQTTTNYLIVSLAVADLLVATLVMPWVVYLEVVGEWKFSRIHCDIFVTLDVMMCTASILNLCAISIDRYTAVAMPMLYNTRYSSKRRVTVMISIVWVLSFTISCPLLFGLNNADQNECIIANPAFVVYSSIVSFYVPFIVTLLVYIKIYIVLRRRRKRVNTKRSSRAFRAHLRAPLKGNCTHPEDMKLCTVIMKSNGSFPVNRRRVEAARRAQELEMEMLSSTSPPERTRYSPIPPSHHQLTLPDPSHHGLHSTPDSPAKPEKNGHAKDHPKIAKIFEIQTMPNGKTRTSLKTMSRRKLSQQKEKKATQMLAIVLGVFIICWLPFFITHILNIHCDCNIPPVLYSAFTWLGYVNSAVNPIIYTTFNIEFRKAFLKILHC
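Primary screen. Calcium kinetics in induced HEK293 T-REx D2 cells: compound pre-addition 180 s, EC20 dopamine, 180 s more.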
RXFP1 agonist: qHTS Assay for Agonists of the Relaxin Receptor RXFP1; Relaxin receptor 1 (Homo sapiens), Q9HBX9; Potency, µM (top dose mostly 57.5 µM), for the others: at the top dose activation, actives largely listed as activators; 0.3% of 370,000 active; HEK293T-RXFP1 cAMP TR-FRET, 30 min; response scale: percent of porcine relaxin response, buffer zero; AID 2676, 2010; further: potency means the concentration at half of the fitted maximal effect; on the % scale 0 is the no-effect control and ±100 the full control effect; nearly all actives have a fitted effect of over 60% in size; many of its hits are not listed in these tables
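HEK293T cells stably expressing RXFP1 were pretreated with the PDE4 inhibitor Ro 20174, exposed to compounds for 30 min at 37C, lysed, and cAMP was read by TR-FRET. Data normalized to buffer (basal) and 29 nM porcine relaxin (100%).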
Vif-A3G inh: qHTS for Inhibitors of Vif-A3G Interactions: qHTS. HeLa A3G-eYFP + Vif (tagged APOBEC3G with the HIV-1 protein that degrades it), YFP fluorescence, overnight. Potency, µM (titrated, usually from 46.1 µM), inactives show at the top dose activity, negative = active, usual class: inhibitors. 0.076% of 410,000 active;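 further: potency means the concentration at half of the fitted maximal effect; on the % scale 0 is the no-effect control and ±100 the full control effect; nearly all actives have a fitted effect of over 60% in size; hits raise eYFP signal because A3G escapes Vif-driven loss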
Target sequence (Q9HC16 whole entry, looked up): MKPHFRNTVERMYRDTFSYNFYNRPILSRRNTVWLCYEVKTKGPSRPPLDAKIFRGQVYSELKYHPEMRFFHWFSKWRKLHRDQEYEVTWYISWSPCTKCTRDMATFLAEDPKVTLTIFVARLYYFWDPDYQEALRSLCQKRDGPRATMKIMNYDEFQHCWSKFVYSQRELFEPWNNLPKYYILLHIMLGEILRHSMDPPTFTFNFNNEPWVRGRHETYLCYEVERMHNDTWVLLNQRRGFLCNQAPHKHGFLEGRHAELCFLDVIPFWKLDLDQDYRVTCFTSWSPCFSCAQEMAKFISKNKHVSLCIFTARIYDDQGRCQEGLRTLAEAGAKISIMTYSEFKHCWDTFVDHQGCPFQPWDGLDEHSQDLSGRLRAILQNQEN
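HeLa cells stably expressing Vif and C-terminally eYFP-tagged A3G, seeded overnight at 37 deg C, then exposed to compound by pintool overnight at 37 deg C. Rise in yellow fluorescence (Ex 488/Em 500-530, Acumen) marks blocked Vif-driven A3G degradation.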
Active calls of the source: *; u = inconclusive; x = not tested or not shown; & = joins results of further samples. Unless noted, the call rests on the fitted dose curve; in most records, active means well fitted curve in the direction sought with a large enough effect; inconclusive means small, poorly fitted or top-dose-only effect, or another doubt; inactive means no such curve, though single readings can be large; an effect the other way counts as inactive or inconclusive.

Each structure is followed by: D1 antagonist	Glioma ERSR ind	Vif-APOBEC3F blk	D1 PAM	D1 agonist	LDHA inh	D2 PAM	RXFP1 agonist	Vif-A3G inh
(1) C=CCn1c(SCC(=O)Nc2c(C)cccc2C)nnc1-c1cnccn1
  6	-4%	-6%	-1	0	2	-1	2.3%	1%
(2) CCOC(=O)[C@H]1[C@H]2COc3ccc(C)cc3[C@@H]2N2C(=O)CN(Cc3ccco3)C(=O)[C@@]12C
  3	0%	-5%	-5	1	-8	11	-0.1%	1%
(3) C=CCn1c(SCC(=O)Nc2nc(C)cs2)nnc1C(NC(=O)c1ccccc1)C(C)C (centres undefined)
  11	-2%	-8%	-4	2	0	-10	1.8%	-3%
(4) COC(=O)c1cn(-c2ccccc2)nc1-c1ccncc1
  3	-6%	u	-3	3	1	13	0.4%	-1%
(5) O=S(=O)(c1cccc(Cn2nnc(-c3ccc(F)cc3)n2)c1)N1CCOCC1
  -46*	-4%	3%	-1	20	-7	-6	0.7%	1%
(6) C/C=C(/C)C(=O)Nc1cccc(C2=NOC3(C2)C[C@@H](C(N)=O)N(C(=O)CC(c2ccccc2)c2ccccc2)C3)c1 (some centres undefined)
  7	-1%	5%	0	4	3	37*	-2.0%	3%
(7) O=C(/C=C/c1ccc2c(c1)OCO2)NCCSCc1ccc(Cl)cc1Cl
  -26	-4%	9%	-5	20	-3	6	0.1%	3%
(8) CC(C)C(=O)O/N=C1\CCS(=O)(=O)c2sccc21
  2	-3%	18%	0	1	-7	3	3.0%	-1%
(9) CC(CN1CCCC1)OC(=O)c1ccc(Cl)cc1 (centres undefined)
  -6	-4%	-1%	-4	1	-4	-15	0.4%	-1%
(10) CC(NC(=O)C1=CC=CN2CCS(=O)(=O)N=C12)c1ccc(Cl)c(Cl)c1 (centres undefined)
  x	0%	7%	x	x	-1	x	x	1%

Reformatted: entries from further up
| no. | Structure | D1 antagonist | Glioma ERSR ind | Vif-APOBEC3F blk | D1 PAM | D1 agonist | LDHA inh | D2 PAM | RXFP1 agonist | Vif-A3G inh |
| --- | --- | --- | --- | --- | --- | --- | --- | --- | --- | --- |
| 10 | CC(NC(=O)C1=CC=CN2CCS(=O)(=O)N=C12)c1ccc(Cl)c(Cl)c1 (centres undefined) | x | 0% | 7% | x | x | -1 | x | x | 1% |
| 3 | C=CCn1c(SCC(=O)Nc2nc(C)cs2)nnc1C(NC(=O)c1ccccc1)C(C)C (centres undefined) | 11 | -2% | -8% | -4 | 2 | 0 | -10 | 1.8% | -3% |

Record cards, from the list above. Screens in order: D1 antagonist, Glioma ERSR ind, Vif-APOBEC3F blk, D1 PAM, D1 agonist, LDHA inh, D2 PAM, RXFP1 agonist, Vif-A3G inh
O=C(/C=C/c1ccc2c(c1)OCO2)NCCSCc1ccc(Cl)cc1Cl reads -26, -4%, 9%, -5, 20, -3, 6, 0.1%, 3%
COC(=O)c1cn(-c2ccccc2)nc1-c1ccncc1 reads 3, -6%, u, -3, 3, 1, 13, 0.4%, -1%
CC(NC(=O)C1=CC=CN2CCS(=O)(=O)N=C12)c1ccc(Cl)c(Cl)c1 (centres undefined) reads x, 0%, 7%, x, x, -1, x, x, 1%
C=CCn1c(SCC(=O)Nc2c(C)cccc2C)nnc1-c1cnccn1 reads 6, -4%, -6%, -1, 0, 2, -1, 2.3%, 1%

Remaining list, next part.
Each structure is followed by: D1 antagonist	Glioma ERSR ind	Vif-APOBEC3F blk	D1 PAM	D1 agonist	LDHA inh	D2 PAM	RXFP1 agonist	Vif-A3G inh
(11) COc1ccccc1C(=O)OCCNC(=O)Cn1cnc2c1c(=O)n(C)c(=O)n2C
  -20	-3%	2%	-2	1	1	x	19%	11%
(12) CCOC(=O)C(NS(=O)(=O)c1ccc(Br)cc1)C(C)C (centres undefined)
  -3	-6%	-1%	2	6	-2	12	2.6%	-1%
(13) CN(C(=O)CC1C(=O)NCCN1Cc1ccccc1C(F)(F)F)C1CCOCC1 (centres undefined)
  8	-2%	-8%	9	4	-8	7	-1.0%	0%
(14) COCCNC(=O)CCCn1c(SCC(=O)Nc2ccc(F)cc2)nc2c(sc3ccccc32)c1=O
  8	-3%	-5%	1	5	-1	9	-1.4%	-1%
(15) O=C(CN1C(=O)C2(OCCO2)c2cc(Br)ccc21)NO
  x	-4%	11%	x	x	7	x	x	-7%
(16) Cc1sc2nc(CSc3ccccc3)nc(NCCN(C)C)c2c1C
  -12	-1%	-1%	-5	9	-6	-23	3.5%	-1%
(17) O=C(CCNS(=O)(=O)c1ccc(Br)s1)NC1CCCC1
  -8	-2%	4%	-5	3	-6	5	1.7%	-4%
(18) O=C(C1CCN(c2nnnn2-c2ccccc2)CC1)N1CCN(c2ccccc2)CC1
  -17	-3%	0%	0	3	-2	4	1.9%	-1%
(19) COc1ccc(CNC(=O)Cc2cccs2)cc1OC
  -1	-1%	-10%	-5	3	-3	-4	-3.5%	0%
(20) CC(C)NC(=O)c1ccc(CN2CCc3ccccc3C2)cc1
  9	-3%	-1%	-3	7	-2	-18	0.7%	1%
(21) CC/C(=N\O)c1ccc(O)c(OC)c1
  19	-4%	0%	0	0	-1&4	-8	0.1%	2%
(22) CCOC(=O)C(CC)(CCC(=O)O)c1csc(Nc2ccc(C)cc2)n1 (centres undefined)
  -2	-2%	2%	-1	1	0	3	-1.6%	-2%
(23) Cc1cc(C)nc(NS(=O)(=O)c2ccc(Br)s2)c1
  9	-5%	-9%	x	5	3	9	0.2%	-3%
(24) O=C(Nc1cccc(C(F)(F)F)c1)C1(c2ccccc2)CC1
  -27	-5%	4%	-2	-1	-3	3	0.3%	1%
(25) CCc1cccc(NC(=O)C(Cc2ccccc2)NS(=O)(=O)c2ccc3c(c2)c(=O)n(C)c(=O)n3C)c1 (centres undefined)
  -9	-3%	1%	-5	6	-3	4	-1.0%	0%
(26) CCCCn1c(N)c(N(CCOC)C(=O)CCS(=O)(=O)c2ccc(Cl)cc2)c(=O)[nH]c1=O
  6	-2%	3%	-6	2	-1	0	1.6%	-6%
(27) O=C(CC1(O)C(=O)Nc2ccccc21)c1ccc2c(c1)OCO2 (centres undefined)
  7	-1%	-9%	4	0	-4	6	-0.1%	0%
(28) CC1C(=O)N2CCCc3cc(NC(=O)COc4ccccc4)cc1c32 (centres undefined)
  6	0%	-27%	-7	2	-2	28	0.0%	2%
(29) CCOC(=O)C1=C(C)NC2=C(C(=O)CCC2)C1c1ccc(N(C)C)cc1 (centres undefined)
  7	-1%	1%	1	-2	4	26	0.8%	1%
(30) CC(=O)Nc1cccc2cccnc12
  -12	-1%	x	2	-1	7	x	x	-1%
(31) Cc1ccc(N=C2NC(=O)/C(=C\c3ccc(C)s3)S2)cc1
  4	0%	-20%	-4	4	-2	-8	-1.6%	-13%
(32) COc1ccc(CCNC(=O)C(=O)NCc2ccc(Cl)cc2)cc1OC
  -7	1%	6%	-4	2	-4	x	0.4%	0%
(33) C=C(C)C(=O)Nc1cccc(C2=NOC3(C2)C[C@H](C(N)=O)N(C(=O)/C=C/C)C3)c1 (some centres undefined)
  25	2%	8%	7	0	-3	8	0.9%	-9%
(34) O=C(COc1ccc2c3c(c(=O)oc2c1)CCCC3)N1CCN(c2ccccc2)CC1
  3	-2%	-2%	4	3	-3	9	8.8%	2%
(35) Cc1nn(C)cc1C(C(=O)NC1CCCCC1)N(C(=O)Cn1nnc2ccccc21)c1ccc(F)cc1 (centres undefined)
  4	-3%	2%	-3	0	-7	2	2.0%	0%
(36) S=C1NCCC12C(=S)Nc1ccccc12 (centres undefined)
  x	-3%	0%	x	x	-12	x	x	1%
(37) Cc1cc(C(=O)N/N=C2\CCCc3ccccc32)c(C)o1
  -14	-3%	6%	-1	0	6	x	-0.4%	-5%
(38) Cc1ccc(C(=O)NCCCCNC(=O)c2ccc(C)o2)o1
  1	0%	x	-1	1	-3	-1	-0.1%	-1%
(39) CC(=O)c1ccc(NS(=O)(=O)Cc2ccc(Cl)cc2)cc1
  -7	-4%	-16%	-7	-3	-2	-1	0.7%	1%
(40) COc1cc(-c2nnc(SCC3(c4ccccc4)OCCO3)o2)cc(OC)c1OC
  -6	3%	8%	2	16	0	3	5.5%	2%
(41) Cc1c2c(nc3ccccc13)CC(C)(C)CC2=O
  -7	-3%	-23%	-1	-3	-5	7	-0.8%	-5%
(42) O=C(Cn1nnc(-c2ccccc2F)n1)NCc1ccco1
  x	-1%	18%	-6	1	-7	6	0.1%	2%
(43) CCCCCOC(=O)C1=C(C)NC(=O)NC1c1ccc(OC)cc1 (centres undefined)
  5	-3%	3%	-2	1	-2	6	4.4%	-8%

The list is partial; rates above refer to the full screens.
